RXFP1 ag: agonists of human relaxin receptor RXFP1; 0.3% of 370,000 active; HEK293T-RXFP1 cAMP TR-FRET, 30 min; response scale: percent of porcine relaxin response, buffer zero; Q9HBX9; AID 2676; Potency, µM (titrated, usually from 57.5 µM), for the others: at the highest dose activation, usual class: activators; also: potency is read from the fitted curve at half-maximal effect; % is scaled to controls: 0 for no effect and ±100 for the full control effect; nearly all actives have a fitted effect of over 60% in size; many of its hits are not listed in these tables
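Agonist response is measured as cAMP accumulation in an RXFP1-transfected HEK293T line under PDE4 inhibition. Values are scaled between buffer-only and 29 nM porcine relaxin, and EC50s come from standard Hill equation fits.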
D1 agonist: agonists of human D1 dopamine receptor. P21728. HEK293 T-REx D1 cells, calcium flux, agonist mode. activation, % at 2 µM. 1% of 360,000 active; in the data active = activation above about 30%; also: 0% is about no effect
Target sequence (P21728 whole entry, looked up): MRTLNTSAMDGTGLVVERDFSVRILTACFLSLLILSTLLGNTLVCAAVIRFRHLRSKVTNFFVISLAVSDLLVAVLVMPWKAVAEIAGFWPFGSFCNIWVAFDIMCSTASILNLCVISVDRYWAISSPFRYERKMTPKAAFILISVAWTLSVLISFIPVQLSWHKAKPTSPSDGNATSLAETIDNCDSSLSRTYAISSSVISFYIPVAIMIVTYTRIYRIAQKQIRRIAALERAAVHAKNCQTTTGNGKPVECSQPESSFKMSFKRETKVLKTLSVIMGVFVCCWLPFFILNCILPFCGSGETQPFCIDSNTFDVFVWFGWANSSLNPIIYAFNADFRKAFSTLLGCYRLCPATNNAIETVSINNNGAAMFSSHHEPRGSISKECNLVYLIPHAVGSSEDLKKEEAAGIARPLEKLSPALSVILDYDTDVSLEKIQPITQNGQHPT
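Agonism was scored from calcium flux recorded over 180 s (1 read/s) after pintool compound addition, following a 10-cycle baseline. Cells were inducible force-coupled HEK293 TREx D1, plated overnight at 30 C and loaded with no-wash calcium dye.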
D2 potentiator: positively modulates the human D2 dopamine receptor allosterically | P14416 | HEK293 T-REx D2, calcium flux, EC20 dopamine potentiation | potentiation, % at 10 µM | 0.34% of 340,000 active | AID 485347;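 active = potentiation over 3 SD above the plate norm, cut at about 30% in these data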; also: 0% is about no effect
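Tetracycline-induced HEK293 T-REx cells force-coupled to calcium signalling expressed D2; compounds were pin-added after a 10 s baseline, read kinetically 180 s, then an EC20 dopamine challenge followed with a further 180 s calcium read.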
RXFP1 antag: blocks the human relaxin receptor RXFP1. Q9HBX9. HEK293-RXFP1, relaxin-stimulated cAMP HTRF, 30 min; stronger effect = lower value. activity change, negative = inhibition, % at 57.5 µM. 0.59% of 350,000 active. AID 1259400;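 active = activity change of -60% or lower, but not beyond a set lower limit; inconclusive = change between -60% and -40%, or beyond the set limit; inactive = change above -40%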; also: % is scaled to controls: 0 for no effect and ±100 for the full control effect
TRHR PAM: allosterically enhances the human TRH receptor; TRHR cells, fluo-8 calcium fluorescence, EC20 TRH enhancement; enhancement, % at 2 µM; 0.66% of 360,000 active; AID 493056; in the data active = enhancement above about 30%; also: 0% is about no effect
Target sequence (P34981 whole entry, looked up): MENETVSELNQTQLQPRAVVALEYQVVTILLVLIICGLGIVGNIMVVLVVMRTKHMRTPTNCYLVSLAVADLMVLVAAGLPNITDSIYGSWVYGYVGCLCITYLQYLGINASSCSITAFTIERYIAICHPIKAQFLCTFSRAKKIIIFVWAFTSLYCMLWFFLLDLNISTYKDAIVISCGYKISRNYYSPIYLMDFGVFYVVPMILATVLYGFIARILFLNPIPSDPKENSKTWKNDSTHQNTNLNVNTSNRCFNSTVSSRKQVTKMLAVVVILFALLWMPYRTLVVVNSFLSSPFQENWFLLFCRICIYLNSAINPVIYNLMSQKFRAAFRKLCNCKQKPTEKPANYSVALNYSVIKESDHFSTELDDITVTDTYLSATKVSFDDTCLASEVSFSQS
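TRHR-expressing cells loaded with fluo-8 calcium dye were read kinetically (ex 480/em 530) during compound addition, then stimulated with an EC20 of TRH (10 nM final). Enhancement of the Gq-mediated intracellular calcium response was scored.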
D1 potentiator: enhances dopamine response at the human D1 receptor. P21728. HEK293 TREx D1 cells, calcium flux, dopamine EC20 potentiation. potentiation, % at 10 µM. 0.036% of 360,000 active; in the data active = potentiation above about 30%; also: 0% is about no effect
D1 antag: blocks dopamine activation of the human D1 receptor; 3.2% of 360,000 active; HEK293 TREx D1 cells, calcium flux, dopamine EC80; stronger effect = lower value; activity change, negative = inhibition, % at 10 µM; AID 504652; P21728; in the data active = activity change below about -30%; also: % is scaled to controls: 0 for no effect and ±100 for the full control effect
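Tetracycline-induced HEK293 T-REx cells with force-coupled D1 receptor were loaded with a no-wash calcium dye. Compound was added after a 10 s baseline and read kinetically for 180 s; EC80 dopamine was then added and calcium flux followed another 180 s.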
TRHR ag: TRH receptor (human) agonism | 0.18% of 360,000 active | TRHR cells, calcium flux fluo-8, FDSS agonist mode | P34981 | AID 493084 | activation, % at 2 µM; in the data active = activation above about 30%; also: 0% is about no effect
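TRHR-expressing cells loaded with fluo-8 calcium dye; 23 nL library compound pin-transferred, kinetic FDSS fluorescence (Ex 480/Em 530) recorded about 180 s for agonist-induced calcium release, before a 10 nM TRH EC20 addition for potentiator mode.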
Anesthetic bind: candidate novel general anesthetic via apoferritin binding; apoferritin/1-aminoanthracene competitive binding, fluorescence; Potency, µM (series often up to 77.5 µM), inactives show at the highest dose activity change, negative = displacement, usual class: inhibitors; 0.074% of 350,000 active; AID 485281; also: potency is read from the fitted curve at half-maximal effect; % is scaled to controls: 0 for no effect and ±100 for the full control effect; nearly all actives have a fitted effect of over 20% in size
Target sequence (P02791 2-175 limits assumed): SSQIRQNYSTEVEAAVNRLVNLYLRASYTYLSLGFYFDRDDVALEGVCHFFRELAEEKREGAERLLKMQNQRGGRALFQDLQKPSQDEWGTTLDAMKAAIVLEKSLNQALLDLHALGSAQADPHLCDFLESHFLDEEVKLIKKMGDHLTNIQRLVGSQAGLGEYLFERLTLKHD
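Steps: apoferritin (10 uM) was premixed with half-saturated 1-AMA in PBS, compounds were pin-transferred, plates stood 10 min at room temperature, fluorescence was read at 380/535 nm, and curves were fitted with a Hill equation.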
The depositor's hits bear a star; ? = inconclusive; nt = no result given; [ ] = remark or other dose. Unless noted, calls follow the shape of the dose curve; as a rule, active = well fitted curve in the direction sought with a large enough effect; inconclusive = small, poorly fitted or top-dose-only effect, or another doubt; inactive = no such curve, though single readings can be large; an effect the other way counts as inactive or inconclusive. A portion of the library; the hit share may differ from the screen's.

D1 antag,RXFP1 ag,D1 potentiator,TRHR ag,D2 potentiator,Anesthetic bind,D1 agonist,RXFP1 antag,TRHR PAM,Compound
-9,0.0%,-3,0.5,3,47%[activator],3,4,2,CCc1ccc(CNC(=O)C2CCCN(S(=O)(=O)c3ccc4c(ccn4C)c3)C2)cc1 (stereo not drawn)
-11,2.1%,-7,-0.1,-12,-17%,7,-1,-5,O=C(Cn1ccc2cc(S(=O)(=O)N3CCCC3)ccc21)NCCc1ccccc1
-2,0.2%,2,-0.3,10,-3%,1,8,4,Cc1ccc(-c2nnc(CCC(=O)N(C)Cc3nccs3)o2)s1
-9,-0.7%,-2,-0.5,6,?,3,-1,11,CC(C)N(Cc1ccccc1)S(=O)(=O)N(C)C
-3,-3.1%,-3,-0.4,6,-5%,1,nt,-10,O=C1NC[C@@H](Cc2ccc(O)cc2)N(CCc2cccc3ccccc23)C1=O
nt,3.5%,-2,1.1,3,-16%,8,-8,-7,COC(=O)c1c(C)[nH]c(C(=O)CSc2nnnn2-c2ccccc2)c1C
-8,1.3%,-3,-0.2,nt,-5%,2,-7,-1,CCCc1n(CC)c2ccccc2[n+]1CC(O)COC1CCCCC1 (stereo not drawn)
-17,0.8%,0,-0.4,-3,-17%,6,-6,1,CC(Cl)c1cc(-c2ncc(C(F)(F)F)cc2Cl)no1 (stereo not drawn)
4,1.8%,4,0.4,-20,-11%,5,18,3,CCOC(=O)C1CCN(C(=O)c2ccc3c(c2)S(=O)(=O)c2ccccc2C3=O)CC1
8,0.8%,0,0.0,-3,nt,4,-1,2,Cc1ccc(C(CC(=O)O)NC(=O)CCNC(=O)c2ccco2)cc1 (stereo not drawn)
nt,-0.5%,-5,0.1,3,?,-1,-8,-1,O=C(COC(=O)c1cccnc1Cl)c1ccc(F)cc1
2,0.6%,4,0.3,0,-9%,4,-20,2,O=C(CN1C(=O)CNC1=O)Nc1cccc(C(F)(F)F)c1
-8,-1.2%,-3,0.1,6,-9%,4,-5,3,CCOC(=O)C[N+](C)(C)CCOC1CC2CCC1(C)C2(C)C (stereo not drawn)
-7,0.9%,0,-0.1,nt,-2%,2,6,-1,Cc1cc(C)c(C(=O)Nc2cccc(F)c2)c(Cl)n1
-7,5.4%,-3,0.5,9,-22%,1,9,-3,O=C(CCCOc1ccccc1)N1CCCc2ccccc21

By substructure, the entries above with fluorine
D1 antag,RXFP1 ag,D1 potentiator,TRHR ag,D2 potentiator,Anesthetic bind,D1 agonist,RXFP1 antag,TRHR PAM,Compound
-17,0.8%,0,-0.4,-3,-17%,6,-6,1,CC(Cl)c1cc(-c2ncc(C(F)(F)F)cc2Cl)no1 (stereo not drawn)
nt,-0.5%,-5,0.1,3,?,-1,-8,-1,O=C(COC(=O)c1cccnc1Cl)c1ccc(F)cc1
2,0.6%,4,0.3,0,-9%,4,-20,2,O=C(CN1C(=O)CNC1=O)Nc1cccc(C(F)(F)F)c1
-7,0.9%,0,-0.1,nt,-2%,2,6,-1,Cc1cc(C)c(C(=O)Nc2cccc(F)c2)c(Cl)n1

(list continues)
D1 antag,RXFP1 ag,D1 potentiator,TRHR ag,D2 potentiator,Anesthetic bind,D1 agonist,RXFP1 antag,TRHR PAM,Compound
-5,15%,-6,0.2,-4,-18%,3,-2,-4,Cc1cccc(NC(=O)CSc2nc3ccccc3nc2N2CC(C)OC(C)C2)c1 (stereo not drawn)
8,-4.1%,1,-0.2,13,4%,2,-9,3,CCN(CC)S(=O)(=O)c1ccc(N/N=C(\C)c2ccncc2)nc1
-3,-0.7%,-6,-0.4,7,-21%,5,-2,18,O=C(COC(=O)Cc1ccc(Cl)cc1)Nc1c(F)cccc1F
-11,-0.2%,-3,-0.1,15,-10%,4,nt,-11,CCC(=O)Nc1cccc(-c2nc3ccccc3c(=O)o2)c1
-12,0.7%,-3,-1.2,2,?,10,-4,-1,Cc1ccc(C(=O)NCC(=O)OCC(=O)c2cc(C)n(Cc3ccco3)c2C)cc1
6,0.6%,-1,0.9,-2,-14%,1,8,-1,Cc1cc(C)cc(NC(=O)Cn2c(=O)n(-c3cc(C)cc(C)c3)c(=O)c3oc4ccccc4c32)c1
6,0.9%,1,0.3,11,-16%,-1,25,9,O=C(c1ccco1)N1CCN(Cc2nc3ccccc3c(=O)n2-c2ccc(F)cc2)CC1
22,1.0%,-3,0.8,-3,-13%,2,2,-1,Cc1cc(C)n(-c2nnc(NC(C)(C)C)nn2)n1
-8,0.4%,0,0.7,-6,-8%,1,5,-4,O=C(c1cc(C2CC2)on1)N1CCCC(N2CCN(c3ccc(F)cc3)CC2)C1 (stereo not drawn)
-7,-0.4%,-9,-0.5,-6,2%,0,4,-17,CCc1ccc2c(CN3CCOCC3)cc(=O)oc2c1
18,-0.7%,-2,-1.4,-1,-20%,3,nt,4,C[C@H](NC(=O)c1nc[nH]c1C(=O)NCc1ccccc1)C(=O)OCc1ccccc1
-70*,-1.5%,-10,-0.3,5,-4%,1,13,3,COc1ccc(NC(=O)Cn2c(NCC(C)O)nc3ccccc32)cc1Cl (stereo not drawn)
8,0.9%,2,0.9,9,1%,3,-2,19,O=c1nccc(Nc2ccccc2)[nH]1
1,0.5%,-3,0.7,12,2%,1,-22,3,Cc1ccc(NC(=O)c2cc(S(=O)(=O)N3CCCCCC3)ccc2F)cc1F
19,15%,1,0.4,32*,-7%,0,-4,-3,O=S(=O)(NCCc1nnc2ccc(SCc3cccnc3)nn12)c1ccccc1
-3,-1.0%,3,0.0,4,-5%,-1,-4,-8,CCOc1ccc(S(=O)(=O)N/N=C(\C)Cc2ccc(OC)cc2)cc1
3,4.5%,1,0.8,-4,-3%,4,-30,-1,COc1ccccc1/C=C/C(=O)OCC(=O)Nc1cc(C(F)(F)F)ccc1N1CCOCC1
19,1.7%,-4,1.1,1,2%,1,nt,11,Cc1ccc(S(=O)(=O)N2CCC(=O)N(C(COCc3ccc(Cl)c(Cl)c3)Cc3ccccc3)CC2)cc1 (stereo not drawn)
-6,0.8%,-5,-0.1,0,-10%,0,-17,1,COc1ccc(NS(=O)(=O)c2cc(NC(=O)C3CC3)ccc2N2CCOCC2)cc1
6,0.7%,-8,0.3,-4,-1%,1,2,-2,COc1cccc(C(O)Cc2nc3ccccc3n2C)c1OC (stereo not drawn)
0,1.2%,8,-0.1,4,3%,3,-6,-6,COc1ccc(C(=O)n2nc(-c3ccco3)nc2SC)cc1OC
-20,-1.5%,-5,0.2,6,-7%,3,-11,0,CSc1ccccc1OCc1cc(C(=O)N2CCN(c3ccccc3)CC2C)no1 (stereo not drawn)
9,12%,-1,-0.5,nt,?,9,-3,1,O=C(CCC1N=C2c3ccccc3N=C(SCc3ccccc3Cl)N2C1=O)NCCc1ccccc1 (stereo not drawn)
-2,-0.2%,-3,-0.3,2,-2%,-1,0,-9,O=C(NCC1CCCO1)c1cc(NS(=O)(=O)c2cccs2)cc(NS(=O)(=O)c2cccs2)c1 (stereo not drawn)
3,-0.7%,-4,-0.3,-8,-6%,1,nt,0,COc1ccc2cc(CCNC(=O)c3c(-c4ccccc4Cl)noc3C)c(=O)[nH]c2c1
-10,0.1%,-6,-0.3,3,-3%,3,-25,-7,CCn1c(/C=C2\C(=O)Nc3ccccc32)nc2ccccc2c1=O
-19,1.0%,-2,1.0,23,-10%,2,-12,-5,CCc1cccc2c1NC1(CCCC1)CC2C (stereo not drawn)
-2,1.6%,-13,-1.0,-1,-8%,0,-1,-5,COc1ccc(-c2cc(C(F)(F)F)nc(SCCC(=O)N3CCOCC3)n2)cc1
2,4.7%,4,0.4,8,-3%,0,4,4,COCCN(C(=O)c1snc(C(N)=O)c1N)C(C(=O)NC1CCCCC1)c1cc(OC)c(OC)c(OC)c1 (stereo not drawn)
-5,2.8%,-2,-0.7,-3,57%[activator],-1,-22,-1,O=C(CSc1n[nH]c(-c2ccccc2Cl)n1)N1CCN(c2ccccc2F)CC1

Next part; the last 2 above are carried over.
D1 antag,RXFP1 ag,D1 potentiator,TRHR ag,D2 potentiator,Anesthetic bind,D1 agonist,RXFP1 antag,TRHR PAM,Compound
2,4.7%,4,0.4,8,-3%,0,4,4,COCCN(C(=O)c1snc(C(N)=O)c1N)C(C(=O)NC1CCCCC1)c1cc(OC)c(OC)c(OC)c1 (stereo not drawn)
-5,2.8%,-2,-0.7,-3,57%[activator],-1,-22,-1,O=C(CSc1n[nH]c(-c2ccccc2Cl)n1)N1CCN(c2ccccc2F)CC1
-17,-1.3%,-1,0.7,-8,-4%,5,17,2,O=C(Nc1cccc(Cl)c1)Nc1ccc2c(c1)C(=O)OC2
2,-0.7%,6,0.7,24,-2%,-1,-7,-1,Cc1c(C(=O)Nc2nc(-c3ccc(F)cc3)ns2)oc2ccc(Br)cc12
-16,-1.9%,4,0.1,0,-5%,5,13,1,Cc1cccc(NS(=O)(=O)c2ccc3c(c2)NC(=O)CO3)c1C
12,-0.6%,-3,-0.7,-3,-4%,0,-3,3,CCOc1cc(NC(=O)CC(C)C)c(OCC)cc1NC(=O)CCn1nnc2ccccc21
-7,6.6%,-3,0.0,6,-14%,4,-10,-3,CCOC(=O)N1CCc2c(sc3nc4n(c(=O)c23)N=C(C)CS4)C1
8,3.4%,-10,0.4,nt,-13%,2,-5,-1,CN(C)C(CNc1ccc(S(C)(=O)=O)cc1[N+](=O)[O-])Cc1ccccc1 (stereo not drawn)
-3,-3.6%,-2,-0.2,-3,-2%,0,3,-2,Cc1ccccc1CNC(=O)CN1C(=O)c2ccccc2S1(=O)=O
-8,-0.1%,-2,0.0,8,-8%,2,-1,4,CC(=O)c1cccc(NC(=S)N2CCCC2)c1
-3,-0.7%,-2,0.5,-15,-11%,5,-3,1,COc1ccc2c(c1)c(CC(=O)Nc1cc(C)ccc1C)c(C)n2C(=O)c1ccc(Cl)cc1
16,-2.2%,-4,-0.1,2,-7%,2,16,2,CC(=O)NCCc1nc2cc(NC(=O)c3ccc(Cl)cc3)ccc2n1C
-15,3.6%,4,-0.9,-2,-7%,2,-21,3,CS(=O)(=O)N(CC(=O)NCCC1=CCCCC1)c1ccc2c(c1)OCO2
8,1.6%,8,0.0,4,3%,4,10,9,COCCCNC(=S)N1CCN(S(C)(=O)=O)CC1
-13,0.1%,-4,1.7,-3,-2%,1,-5,2,CCOC(=O)c1cc(-c2ccc(F)cc2)n(CC(=O)NC(C)CC)c1C (stereo not drawn)
-1,-0.6%,5,-0.3,0,?,2,22,-7,O=C1C2C3C=CC(CC3)C2C(=O)N1c1ccccc1F (stereo not drawn)

From PubChem BioAssay
